# HepG2 viability = qHTS for Inhibitors of TGF-b: Cytotox Counterscreen | AID 588856, 2011 | Potency, µM (top dose mostly 46.1 µM), inactives show at the highest dose activity change, negative = cytotoxicity, most hits filed as cytotoxic | HepG2 CAGA-GFP viability, ATP luminescence, 18 h | hit rate 0.76% among 410,000; further: potency means the concentration at half of the fitted maximal effect; some results filed as inactive show a strong effect at the top dose
#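 CellTiter-Glo luminescence gave cytotoxicity after 18 hours at 37 degrees C. The cells were HepG2 CAGA-GFP in 1% FBS DMEM, stimulated with 500 pg/mL TGF-beta after compound addition. %Activity was normalised to no-cell wells (complete cell-killing) and DMSO (no toxicity), and curves were fitted and classified.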
# IL-1B inflam inh = qHTS for Inhibitors of Inflammasome Signaling: IL-1-beta AlphaLISA Primary Screen | THP-1 LPS/ATP IL-1B secretion, AlphaLISA, 16 h; active compounds read low | activity change, % at 57.5 µM | hit rate 4.7% among 360,000; in the data active means activity change below about -50%; inconclusive means mostly about -30% to -49%; further: on the % scale 0 is the no-effect control and ±100 the full control effect
#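 Secreted IL-1B measured by AlphaLISA bead assay after 16 h compound exposure of THP-1 cells; compounds (final up to 57.5 uM) added 1 h before LPS (250 ng/mL) and ATP (1.25 mM) stimulation; lower signal means less secretion.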
# HT1080 IDH1KD tx = qHTS for induction of synthetic lethality in tumor cells producing 2HG: qHTS for the HT-1080-IDH1KD cell line; HT-1080 IDH1 knockdown viability, ATP luminescence, 48 h; Potency, µM (highest dose often 46.1 µM), without a hit: at the top dose activity, negative = toxicity, hits mostly cytotoxic; hit rate 2% among 360,000; AID 686971, 2013;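 further: potency means the concentration at half of the fitted maximal effect; 0% = DMSO wells and -100% = cell-free medium wells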
#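 Viability of IDH1-knockdown HT-1080 fibrosarcoma cells was assessed by CellTiter-Glo after 48 h at 37 °C with titrated compound; concentration-effect curves were classified by fit quality and response size.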
# HT1080NT lethal = qHTS for induction of synthetic lethality in tumor cells producing 2HG: qHTS for the HT-1080-NT fibrosarcoma cell line | HT-1080-NT fibrosarcoma viability, CellTiter-Glo ATP luminescence, 48 h | Potency, µM (top dose mostly 46.1 µM), without a hit: at the highest dose activity, negative = less viability, actives largely listed as cytotoxic | hit rate 1.6% among 360,000 | AID 686970, 2013;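 further: NT is the 2HG producing partner of a matched IDH1 knockdown line; potency means the concentration at half of the fitted maximal effect; 0% = DMSO-treated cells and -100% = media-only wells without cells; nearly all actives have a fitted effect of over 55% in size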
#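 Fibrosarcoma NT cells, 750 per well in 5% FBS RPMI, were exposed to compound for 48 hours. Viability: CellTiter-Glo luminescence.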
# ATXN viability = Viability Counterscreen for Primary qHTS for Inhibitors of ATXN expression; S2 cells (HEK-293 line with an ATXN2-luciferase reporter) viability, CellTiter-Fluor protease fluorescence, 24 h; Potency, µM (titrated, usually from 56.7 µM), most hits filed as cytotoxic; hit rate 0.49% among 400,000; further: potency means the concentration at half of the fitted maximal effect; nearly all actives have a fitted effect of over 40% in size
# ATXN2 expr inh = Primary qHTS for Inhibitors of ATXN expression. hit rate 0.72% among 360,000. HEK-293 ATXN2-luciferase reporter, luminescence, 24 h. Potency, µM (titrated, usually from 57 µM), for inactives: at the highest dose activity change, negative = inhibition, usual class: inhibitors. AID 1745845, 2022; further: potency means the concentration at half of the fitted maximal effect; on the % scale 0 is the no-effect control and ±100 the full control effect; nearly all actives have a fitted effect of over 55% in size
#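 qHTS (up to 57 uM final) was run with 24 h compound exposure of reporter cells at 37 °C. Each well was multiplexed: SteadyGlo luminescence measured ATXN2-luciferase expression after a fluorogenic Gly-Phe-AFC viability readout (25 uM final).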
# KB-3-1 cytotox = qHTS assay for MDR1-selective chemotherapeutics: Primary screen using the parental adenocarcinoma cell KB-3-1; hit rate 1.4% among 400,000; KB-3-1 viability, CellTiter-Glo ATP luminescence, 72 h; Potency, µM (top dose mostly 46.1 µM), for inactives: top-dose activity change, negative = cytotoxic, most hits filed as cytotoxic; further: potency means the concentration at half of the fitted maximal effect; on the % scale 0 is the no-effect control and ±100 the full control effect; nearly all actives have a fitted effect of over 60% in size
#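 KB-3-1 parental drug-naive adenocarcinoma cells in DMEM/10% FBS, incubated 72 h at 37 C with pin-transferred compounds across a concentration series. Viability by CellTiter-Glo luminescence; concentration-response curves fitted after normalization.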
# MCF10A rerep = A quantitative high throughput screen for small molecules that induce DNA re-replication in MCF 10a normal breast cells | MCF 10A DNA re-replication, Hoechst nuclear intensity, 48 h | Potency, µM (series often up to 46.1 µM), without a hit: top-dose activity, positive = re-replication, most hits filed as activators | hit rate 2.9% among 350,000 | AID 624296, 2012; further: potency means the concentration at half of the fitted maximal effect; % of control where 0% means no effect; nearly all actives have a fitted effect of over 50% in size
# SW480 rerep = A quantitative high throughput screen for small molecules that induce DNA re-replication in SW480 colon adenocarcinoma cells | SW480 DNA re-replication, Hoechst DNA content imaging, 48 h | Potency, µM (titrated, usually from 46.1 µM), for the others: at the highest dose re-replication activation, hits mostly activators | hit rate 1.8% among 340,000 | AID 624297, 2012; further: potency means the concentration at half of the fitted maximal effect; % of control where 0% means no effect; nearly all actives have a fitted effect of over 55% in size
#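 Image-based read-out: total Hoechst fluorescence of nuclei (405 nm excitation, 500-530 nm emission), with hits raising the fraction of high-intensity nuclei. SW480 colon cells incubated 48 hr with compounds at 37 C.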
# An asterisk follows results filed as active; i = inactive; u = inconclusive; x = not tested or not shown; & = joins results of further samples; [ ] = remark or other dose. Unless noted, the call rests on the fitted dose curve; in most records, active means well fitted curve in the direction sought with a large enough effect; inconclusive means small, poorly fitted or top-dose-only effect, or another doubt; inactive means no such curve, though single readings can be large; an effect the other way counts as inactive or inconclusive.
no. | SMILES | SW480 rerep | IL-1B inflam inh | MCF10A rerep | ATXN2 expr inh | HT1080 IDH1KD tx | KB-3-1 cytotox | ATXN viability | HepG2 viability | HT1080NT lethal
1 | CC(/C=C1\SC(=S)N(NC(=O)c2ccccc2C)C1=O)=C\c1ccccc1 | -15% | 5 | 10µM* | 2% | -20% | 2% | i | -11% | -16%
2 | O=C(CCSCCC(=O)NN=Cc1ccccc1)NN=Cc1ccccc1 | u | 3 | -1% | 8% | 13% | -7% | i | 14% | 0%
3 | Cc1cccc(OCC(=O)Nc2ccc(N3CCN(C(=O)c4ccco4)CC3)cc2)c1 | 9% | -54* | u | u | u | u | u | -37% | u
4 | CN(C)c1ccc(NS(=O)(=O)c2ccc(-c3csnn3)cc2)cc1 | u | -5 | 59% | u | 4% | 0% | i | -29% | -3%
5 | CC1CCN(C(=O)C2(NC(=O)Nc3cccc(F)c3)CCCCC2)CC1 | -5% | 11 | 4% | 1% | 7% | 11% | i | 1% | 14%
6 | CC(=O)Nc1cccc(-c2csc(C(O)c3ccccc3)n2)c1 (stereo unspecified) | x | 27 | x | 20% | 0% | -2% | i | -15% | 4%
7 | C=C1C(O)C[C@H]2C(=C)CCC3[C@H](OC(=O)[C@]3(O)CO)[C@@H]12 (stereo partly specified) | 2% | -6 | 13% | 3% | 14% | 7% | i | -11% | 21%
8 | CCc1cccc(NC(=O)CSc2nnc(Cc3ccc(OC)cc3)c(=O)[nH]2)c1 | -5% | 19 | 16% | -9% | 11% | 6% | i | -12% | 11%
9 | COc1ccc(NC(=O)c2cc(-c3cc(C)ccc3O)n[nH]2)cc1Cl | -3% | -8 | -1% | 5% | 43% | 16% | i | -10% | 3%
10 | COc1ccc(S(=O)(=O)N2CCN(c3ccccn3)CC2)cc1OC | -6% | 41 | -1% | -3% | -18% | 1% | i | -19% | 8%
11 | Nc1ccc2c(c1)C(=O)N(CC1CCCO1)C2=O (stereo unspecified) | -8% | 18 | -18% | 4% | 9% | 14% | i | 11% | 11%
12 | Cc1ccc(NC(=O)COC(=O)c2ccc(S(=O)(=O)N3CCCC3)cc2)cc1 | 0% | 13 | 0% | 1% | -4% | 2% | i | 5% | 8%
13 | CC(C)Cc1nc(N2CCC(C(N)=O)CC2)c2nnn(Cc3ccccc3)c2n1 | 0% | 7 | u | 6% | -2% | 3% | i | 6% | -1%
14 | CCO[C@H]1OC(C(=O)NCc2ccccc2)=C[C@@H](C(C)(C)C)[C@@H]1CCCO | -16% | 12 | -6% | 10% | 6% | 3% | i | 9% | -1%
15 | CN(C)S(=O)(=O)c1cccc(NC(=O)c2ccc3c(c2)OCCO3)c1 | 2% | -3 | 2% | 30%[activator] | -1% | -13% | i | -18% | 2%
16 | Cc1nc(SCc2ccc(Br)cc2)[nH]c(=O)c1C | -5% | 20 | 7.3µM* | 25% | u | -20% | i | -17% | u
17 | O=C(NC1CCN(C(=S)NCc2ccco2)CC1)c1cccc(F)c1 | -2% | 0 | 10% | 8% | -1% | 2% | i | -2% | 5%
18 | O=C(OCc1nc2ccccc2s1)c1cccs1 | -24% | 29 | 6% | x | 2% | 0% | x | 8% | 11%
19 | N#Cc1ccc(C(C(=O)NCc2ccccc2)n2c(=O)c(-c3cc4ccccc4[nH]3)nc3ccccc32)cc1 (stereo unspecified) | x | 9 | x | x | -19% | -24% | x | x | -29%
20 | Cc1ccc(C)n1-c1cccc(S(=O)(=O)N2CCOCC2)c1 | u | u | 18µM* | u | -23% | -1% | u | -4% | -10%
21 | Cc1scc(C(=O)NNC(=S)NCC2CCCO2)c1C (stereo unspecified) | -3% | 7 | u | 5% | 9% | 9% | i | -12% | 11%
22 | Nc1cc(=O)nc(SCC(=O)Nc2ccccc2)n1CCc1ccccc1 | x | x | x | 1% | x | 23% | u | -11% | x
23 | COc1cc(NC(=O)CNC(=O)Cn2ccc3ccccc3c2=O)cc(OC)c1OC | -1% | 4 | 20% | -12%&-1% | 19% | 1%&0% | i | 1%&-7% | u
24 | N/C(=N\NC(=O)c1ccccc1Cl)c1cc2ccccc2oc1=O | -2% | 23 | -3% | 18% | -2% | 15% | i | 1% | 8%
25 | CCOC(=O)Nc1c2ccccc2nc2ccccc12 | -9% | u | -7% | x | -13% | -1% | x | -2% | -14%
26 | CCn1c(COc2ccccc2OC)nc2ccccc21 | u | -6 | 0% | x | 1% | -1% | i | -35% | 1%
27 | COc1ccc(NC(=O)C2(c3ccc(NC(=O)c4ccc(OC)c(OC)c4)cc3)CCCC2)cc1 | -6% | 33 | 2% | -16% | 13% | 1% | i | -29% | 12%
28 | CCOC(=O)c1sc(N)c(C(=O)OCC)c1C | -4% | -19 | 0% | 45%[activator] | -15% | 6% | i | -4% | -15%
29 | CCOc1ccc(Cl)cc1/C=N/NC(=O)CNC(=O)c1ccccc1 | 0% | 9 | -1% | -19% | 1% | 4% | i | -6% | -1%
30 | COc1ccc(/C=C/C(=O)OCC(=O)N2CCCCCC2)cc1OC | 6% | 6 | 1% | 0% | 1% | 4% | i | -3% | 1%

# Reprinted from the part before: 3 entries; new compounds follow.
no. | SMILES | SW480 rerep | IL-1B inflam inh | MCF10A rerep | ATXN2 expr inh | HT1080 IDH1KD tx | KB-3-1 cytotox | ATXN viability | HepG2 viability | HT1080NT lethal
28 | CCOC(=O)c1sc(N)c(C(=O)OCC)c1C | -4% | -19 | 0% | 45%[activator] | -15% | 6% | i | -4% | -15%
29 | CCOc1ccc(Cl)cc1/C=N/NC(=O)CNC(=O)c1ccccc1 | 0% | 9 | -1% | -19% | 1% | 4% | i | -6% | -1%
30 | COc1ccc(/C=C/C(=O)OCC(=O)N2CCCCCC2)cc1OC | 6% | 6 | 1% | 0% | 1% | 4% | i | -3% | 1%
31 | COc1ccc(N2CCC(CNS(=O)(=O)c3cccc(C(F)(F)F)c3)C2)cc1 (stereo unspecified) | 0% | -2 | 26% | -3% | -12% | -1% | i | -1% | -1%
32 | CC(C)(C)c1ccc(C(=O)Nc2ncn[nH]2)cc1 | -1% | 22 | u | 37% | -11% | -5% | i | 3% | -20%
33 | CNC(=S)NNc1nncc2ccccc12 | 12% | -6 | 4% | 4% | -2% | 10% | i | -14% | 5%
34 | COc1cc(NC(=O)c2ccco2)c(OC)cc1NC(=O)Nc1ccccc1Cl | 0% | 26 | -4% | -6% | 1% | -12% | i | -1% | -5%
35 | Cc1cc(C)c(NC(=O)CS(=O)CC(=O)NCCCc2ccccc2)c(C)c1 (stereo unspecified) | 6% | 6 | -18% | -11% | 23% | 12% | i | -11% | -10%
36 | CCc1cc(C)cc(OCCOc2ccccc2/C=N/NC(C)=O)c1 | 25% | 0 | 0% | x | u | -1% | i | -42% | u
37 | NC(=O)c1ccccc1NC(=O)CN1CCN(Cc2ccccc2)CC1 | 3% | 9 | 15% | 3% | 11% | -2% | i | -4% | 6%
38 | CCOc1ccc(N(CC(=O)NCC2CCCO2)C(=O)CCC(=O)Nc2nccs2)cc1 (stereo unspecified) | -12% | -9 | 8% | -3% | 11% | u | i | 7% | 29%
39 | Cc1noc(/C=C/N(C)C)c1S(=O)(=O)N(C)CC(=O)NC1CCCCC1 | -1% | -10 | 19% | 16% | 6% | 19% | i | -2% | 5%
40 | Fc1ccccc1CNc1ccc(Cl)cc1 | 0% | -7 | 15% | -1% | -20% | 9% | i | -20% | 3%
41 | Cc1cc(C)c2nc(C(F)(F)F)nc(N3CC(C)OC(C)C3)c2c1 (stereo unspecified) | -2% | 3 | -2% | x | -5% | 1% | i | 8% | -5%
42 | CN1CCC(=NNC(=O)CN(c2ccc([N+](=O)[O-])cc2)S(=O)(=O)c2ccccc2)CC1 | 4% | -17 | 14% | -10% | u | -3% | i | 17% | u
43 | O=C(CSc1nnc(-c2ccccc2F)o1)N1CCc2ccccc21 | x | x | x | 8% | x | 26% | u | -1% | x
44 | CCc1ccc2ncc(C(=O)c3ccccc3)c(N3CCOCC3)c2c1 | -10% | -22 | 11% | -26% | -9% | -15% | i | -15% | -11%
45 | CCCNC(=O)C1(C)CCCN(C(=O)Cc2ccc(OC)cc2)C1 (stereo unspecified) | x | 11 | x | 3% | 10% | 0% | i | 7% | 9%
46 | O=C(COc1ccccc1)NNC(=O)c1cc2ccccc2o1 | -2% | 31 | 2% | 1% | 2% | 23% | i | 5% | 2%
47 | O=C(Nc1cccc(S(=O)(=O)C(F)F)c1)c1ccc(Cl)c(S(=O)(=O)N2CCOCC2)c1 | -5% | -63* | u | u | -12% | -23% | u | -36% | -9%
48 | CC(=O)c1ccc(NC(=O)c2cc(-c3ccc(Cl)c(Cl)c3)on2)cc1 | x | x | x | 9% | x | -10% | i | -4% | x
49 | O=C(Oc1ccc(Cl)cc1N1C(=O)CCC1=O)c1ccco1 | -3%[9.22 µM] | 26 | -31%[inhibitor] | 3% | -1% | -1% | i | -41% | 14%

# 5 compounds out of the list above, arranged by the value under IL-1B inflam inh, descending.
no. | molecule | SW480 rerep | IL-1B inflam inh
18 | O=C(OCc1nc2ccccc2s1)c1cccs1 | -24% | 29
31 | COc1ccc(N2CCC(CNS(=O)(=O)c3cccc(C(F)(F)F)c3)C2)cc1 (stereo unspecified) | 0% | -2
26 | CCn1c(COc2ccccc2OC)nc2ccccc21 | u | -6
40 | Fc1ccccc1CNc1ccc(Cl)cc1 | 0% | -7
38 | CCOc1ccc(N(CC(=O)NCC2CCCO2)C(=O)CCC(=O)Nc2nccs2)cc1 (stereo unspecified) | -12% | -9
